ANO1 block = blocks the mouse calcium-activated chloride channel TMEM16A. Q8BHY3. HEK293 TMEM16A/YFP iodide influx fluorescence, ionomycin. normalized B-score (activity score, 25-100; higher = stronger inhibition) at 10 µM. hit rate 1.2% among 310,000. AID 588511;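 active = ratio plate-corrected score three or more library SD toward inhibition, starting fluorescence score within five deviations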;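 also: score derived from kinetic fluorescence span divided by baseline fluorescence per well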
TRPC6 act = mouse TRPC6 channel activation; hit rate 0.13% among 310,000; HEK293-TRPC6 membrane potential dye fluorescence; stronger effect = higher value; B-score at 10 µM;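 active = B-score of the integrated fluorescence ratio above library mean plus 3 SD, and starting fluorescence ratio within library mean plus 5 SD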;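 also: higher score means more depolarization so channel activation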
RGS4 pot = potentiators or activators of RGS4; B-score at 10 µM; hit rate 0.92% among 310,000; HEK293 M3R/inducible RGS4, carbachol calcium flux Fluo4; stronger effect = lower value;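 active = B-score of the integrated calcium signal more than 4 SD below the library mean, with starting fluorescence not abnormally high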;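 also: negative B-score means reduced calcium response which marks RGS4 activation or potentiation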
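Material: M3R-expressing HEK293 line, RGS4 induced by doxycycline | Schedule: Overnight RGS4 induction, 30 min dye load 37 °C, 20 min compound RT | Measured by: Fluo4 fluorescence kinetic imaging of calcium | Read-out: Integrated calcium ratio converted to B score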
MrgX1 ag = human MrgX1 receptor agonism, primary screen | B-score at 10 µM | MrgX1-HEK293 cells, Fluo-4 calcium fluorescence, agonist mode; stronger effect = higher value | Q96LB2 | hit rate 0.44% among 310,000;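 active = calcium response B-score plate-corrected fluorescence ratio at least 3 library SD, with starting fluorescence B-score inside 5 SD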
Target sequence (Q96LB2 whole entry, looked up): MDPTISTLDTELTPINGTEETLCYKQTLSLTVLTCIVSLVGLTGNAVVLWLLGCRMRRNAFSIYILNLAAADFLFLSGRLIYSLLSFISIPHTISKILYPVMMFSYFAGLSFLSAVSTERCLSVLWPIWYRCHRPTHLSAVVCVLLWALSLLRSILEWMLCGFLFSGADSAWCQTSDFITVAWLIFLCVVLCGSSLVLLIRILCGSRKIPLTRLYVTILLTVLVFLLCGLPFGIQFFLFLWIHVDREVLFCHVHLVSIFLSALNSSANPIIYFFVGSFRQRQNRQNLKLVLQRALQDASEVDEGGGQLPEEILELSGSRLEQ
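Test system: HEK293 cells stably expressing human MrgX1 receptor; Input: fifteen thousand cells per well; Dosing: compound delivered in addition one of three; Schedule: overnight seeding, then 1 h dark dye loading; Technique: Fluo-4 NW calcium fluorescence; Measure: B-scored fluorescence response ratio; Controls: positive and negative controls per plate.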
MrgX1 allo act = human MrgX1 positive allosteric modulation, primary screen; Q96LB2; hit rate 0.63% among 310,000; MrgX1-HEK293, Fluo-4 calcium flux, FDSS; stronger effect = higher value; B-score at 10 µM; AID 588675;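 active = plate-corrected calcium response at least 3 library SD above typical, normal starting fluorescence, not activating the receptor alone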;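 also: compound read alongside a low EC10 to EC30 dose of BAM8-22 agonist; peak minus trough fluorescence over baseline measured at the second addition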
HDAC3 inh = inhibitors of human histone deacetylase 3. O15379. recombinant HDAC3, fluorogenic peptide/trypsin coupled, fluorescence. inhibition, % at 8.3 µM. hit rate 0.15% among 320,000; in the data active = inhibition above about 26%, passing the limit was not always enough; inconclusive = no clear call, values can overlap the other calls
Target sequence (O15379 whole entry, looked up): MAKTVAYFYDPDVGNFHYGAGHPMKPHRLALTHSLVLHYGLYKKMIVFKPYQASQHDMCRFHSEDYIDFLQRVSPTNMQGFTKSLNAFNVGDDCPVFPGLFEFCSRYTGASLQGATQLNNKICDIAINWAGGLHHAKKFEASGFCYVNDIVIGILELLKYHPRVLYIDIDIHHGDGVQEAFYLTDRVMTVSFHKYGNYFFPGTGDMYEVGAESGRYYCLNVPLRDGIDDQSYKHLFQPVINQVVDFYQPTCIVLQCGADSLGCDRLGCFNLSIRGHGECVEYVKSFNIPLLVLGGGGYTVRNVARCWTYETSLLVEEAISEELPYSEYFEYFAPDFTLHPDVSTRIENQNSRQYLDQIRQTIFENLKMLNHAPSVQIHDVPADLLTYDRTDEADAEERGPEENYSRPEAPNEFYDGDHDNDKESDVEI
TMEM16A act = activators or potentiators of mouse TMEM16A chloride channel; Q8BHY3; HEK293 TMEM16A/YFP-H148Q/I152L, iodide quench fluorescence; stronger effect = lower value; B-score at 10 µM; hit rate 0.3% among 340,000; AID 623877;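 active = fluorescence-ratio B-score plate-corrected deviation score at least 3 library SD below zero, with starting fluorescence score within 5 deviations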;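 also: channel opened by trigger with iodide after compound preincubation; score built on the fluorescence ratio of max minus min over baseline; more negative score means more quench and so TMEM16A activation or potentiation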
MrgX1 antag = human MrgX1 receptor antagonism, primary screen; MRGX1-HEK293 calcium flux, Fluo-4, BAM8-22 antagonism; stronger effect = lower value; B-score at 10 µM; hit rate 1.3% among 310,000;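 active = calcium-response B-score plate-corrected more than 3 library SD below zero, starting fluorescence within 5 deviations, no agonist response on first addition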;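 also: peak minus trough fluorescence over baseline after final BAM8-22 challenge near maximal dose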
TRPC6 inh = blocks the mouse TRPC6 cation channel | HEK293-TRPC6, membrane potential dye, ACh-evoked depolarization; stronger effect = lower value | B-score at 10 µM | hit rate 1.1% among 310,000 | AID 2553;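 active = B-score under library mean minus 3 SD, initial fluorescence not abnormally high, positive integrated signal ratio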;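 also: B-score derived from integrated fluorescence ratio over the kinetic read; more negative B-score means stronger inhibition of depolarization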
SKKanGAS inh = inhibitors of SKKanGAS S. pyogenes growth in kanamycin (SK-promoter or general growth effect); BacTiter-Glo, 6 h; hit rate 1.3% among 300,000; inhibition, % at 7.5 µM;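 active = mean replicate score, as percent of positive control median, at least 50; inconclusive = mean below 50 but one replicate at or above 50; inactive = mean and every replicate below 50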;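 also: strain carries kanamycin resistance gene driven by streptokinase promoter and grows in 40 µg/ml kanamycin; loss of luminescence reflects streptokinase promoter inhibition or plain growth inhibition; 0% = median of DMSO wells and 100% = positive control at its reference dose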
RGS4 block = inhibitors of human RGS4. P49798. HEK293 M3R/RGS4 inducible, Fluo-4 calcium flux; stronger effect = higher value; triggered by carbachol at its EC20. B-score at 10 µM. hit rate 0.45% among 310,000. AID 463165;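 active = B-score, a plate-corrected calcium signal, over three deviations above library mean, with baseline fluorescence within five deviations of library mean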;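 also: RGS4 expression induced by doxycycline in cells with stable M3 receptor; B-score is computed from the integrated fluorescence ratio over baseline after carbachol; higher B-score means a larger calcium signal and so more RGS4 inhibition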
Target sequence (P49798 whole entry, looked up): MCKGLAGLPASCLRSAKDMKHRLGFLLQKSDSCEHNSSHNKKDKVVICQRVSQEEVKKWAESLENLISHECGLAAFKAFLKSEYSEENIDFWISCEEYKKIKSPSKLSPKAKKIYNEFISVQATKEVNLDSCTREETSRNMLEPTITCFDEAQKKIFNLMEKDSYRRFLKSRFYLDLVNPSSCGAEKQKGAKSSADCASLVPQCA
The depositor's hits bear a star.

`O=C(Nc1ccccc1)c1ccccc1Oc1ccc(C(F)(F)F)cc1[N+](=O)[O-]` gave ANO1 block inactive, TRPC6 act inactive, RGS4 pot inactive, MrgX1 ag inactive, MrgX1 allo act inactive, HDAC3 inh -3, TMEM16A act inactive, MrgX1 antag inactive, TRPC6 inh inactive, SKKanGAS inh 1 and RGS4 block inactive.
Screening Cc1ccc(NC(=O)Cc2nnc(SCC(=O)Nc3ccccc3)n2C)cc1 returned ANO1 block inactive, TRPC6 act inactive, RGS4 pot inactive, MrgX1 ag inactive, MrgX1 allo act inactive, HDAC3 inh -2, TMEM16A act inactive, MrgX1 antag inactive, TRPC6 inh inactive, SKKanGAS inh -3 and RGS4 block inactive.
`CCSc1nnc(-c2cc3c(s2)-c2ccccc2CC3)o1` gave ANO1 block inactive, TRPC6 act inactive, RGS4 pot inactive, MrgX1 ag inactive, MrgX1 allo act inactive, HDAC3 inh -21, TMEM16A act inactive, MrgX1 antag inactive, TRPC6 inh inactive, SKKanGAS inh -5 and RGS4 block inactive.
`Cc1[nH]n(-c2ccc([N+](=O)[O-])cc2)c(=O)c1C=NCCN1CCN(C(=O)C(C)C)CC1` gave ANO1 block inactive, TRPC6 act inactive, RGS4 pot inactive, MrgX1 ag inactive, MrgX1 allo act inactive, TMEM16A act inactive, MrgX1 antag inactive, TRPC6 inh inactive, SKKanGAS inh 26 and RGS4 block inactive.
Screening O=C(CNC(=O)c1ccccc1)N/N=C/c1ccc([N+](=O)[O-])o1 returned ANO1 block inactive, TRPC6 act inactive, RGS4 pot inactive, MrgX1 ag inactive, MrgX1 allo act inactive, HDAC3 inh 6, TMEM16A act inactive, MrgX1 antag inactive, TRPC6 inh inactive, SKKanGAS inh 20 and RGS4 block inactive.
COc1ccc(N(CC(=O)N2CCN(c3ccccc3F)CC2)S(=O)(=O)c2c(C)noc2C)cc1 was read as ANO1 block inactive, TRPC6 act inactive, RGS4 pot inactive, MrgX1 ag inactive, MrgX1 allo act inactive, HDAC3 inh -3, TMEM16A act inactive, MrgX1 antag inactive, TRPC6 inh inactive, SKKanGAS inh 0 and RGS4 block inactive.
COC(=O)c1ccccc1NC(=O)c1nc2nc(C)cc(C)n2n1 was read as ANO1 block inactive, TRPC6 act inactive, RGS4 pot inactive, MrgX1 ag inactive, MrgX1 allo act inactive, HDAC3 inh -4, TMEM16A act inactive, MrgX1 antag inactive, TRPC6 inh inactive, SKKanGAS inh 2 and RGS4 block inactive.
Screening CCc1ccccc1NC(=O)CNCC(=O)Nc1ccccc1CC returned ANO1 block inactive, TRPC6 act inactive, RGS4 pot inactive, MrgX1 ag inactive, MrgX1 allo act inactive, HDAC3 inh -5, TMEM16A act inactive, MrgX1 antag inactive, TRPC6 inh inactive, SKKanGAS inh -9 and RGS4 block inactive.
Screening O=C(O)C1CCCN1S(=O)(=O)c1ccc2c(c1)CCC2 (stereo unspecified) returned ANO1 block inactive, TRPC6 act inactive, RGS4 pot inactive, MrgX1 ag inactive, MrgX1 allo act inactive, HDAC3 inh -5, TMEM16A act inactive, MrgX1 antag inactive, TRPC6 inh inactive, SKKanGAS inh 1 and RGS4 block inactive.
O=C(Nc1cnc2ccccn2c1=O)c1ccc(F)cc1 was read as ANO1 block inactive, TRPC6 act inactive, RGS4 pot inactive, MrgX1 ag inactive, MrgX1 allo act inactive, HDAC3 inh 3, TMEM16A act inactive, MrgX1 antag inactive, TRPC6 inh inactive, SKKanGAS inh 7 and RGS4 block inactive.
For CCN1C(=O)[C@H]2[C@@H](c3ccc(-c4ccc5c(c4)OCO5)c(OC)c3)N[C@@](CC(C)C)(C(=O)OC)[C@H]2C1=O the results were ANO1 block inactive, TRPC6 act inactive, RGS4 pot inactive, MrgX1 ag inactive, MrgX1 allo act inactive, HDAC3 inh -8, TMEM16A act inactive, MrgX1 antag inactive, TRPC6 inh inactive, SKKanGAS inh 9 and RGS4 block inactive.
For Fc1cnc(N/N=C/c2ccc(-c3ccc(Br)cc3)o2)nc1N1CCOCC1 the results were ANO1 block inactive, TRPC6 act inactive, RGS4 pot -7.8*, MrgX1 ag inactive, MrgX1 allo act inactive, HDAC3 inh 1, TMEM16A act inactive, MrgX1 antag inactive, TRPC6 inh inactive, SKKanGAS inh 14 and RGS4 block inactive.
`Cn1nc([N+](=O)[O-])nc1Sc1nnnn1-c1ccc(C(=O)O)cc1` gave ANO1 block inactive, TRPC6 act inactive, RGS4 pot inactive, MrgX1 ag inactive, MrgX1 allo act inactive, HDAC3 inh 0, TMEM16A act inactive, MrgX1 antag inactive, TRPC6 inh inactive, SKKanGAS inh -12 and RGS4 block inactive.
For CCN(c1ccccc1)S(=O)(=O)c1ccc(Cl)c(NC(=O)COC(=O)c2ccc[nH]c2=O)c1 the results were ANO1 block inactive, TRPC6 act inactive, RGS4 pot inactive, MrgX1 ag inactive, MrgX1 allo act inactive, HDAC3 inh -5, TMEM16A act inactive, MrgX1 antag inactive, TRPC6 inh inactive, SKKanGAS inh -5 and RGS4 block inactive.
`COC(=O)c1ccccc1NC(=O)c1cccc(NC(=O)CSCc2ccccc2)c1C` gave ANO1 block inactive, TRPC6 act inactive, RGS4 pot inactive, MrgX1 ag inactive, MrgX1 allo act inactive, HDAC3 inh 3, TMEM16A act inactive, MrgX1 antag inactive, TRPC6 inh inactive, SKKanGAS inh 7 and RGS4 block inactive.
For CCOC(=O)C1=C(O)/C(=C/c2ccc(OCC(=O)Nc3ccc(C)cc3)cc2)N=C1C the results were ANO1 block inactive, TRPC6 act inactive, RGS4 pot inactive, MrgX1 ag inactive, MrgX1 allo act inactive, HDAC3 inh -18, TMEM16A act inactive, MrgX1 antag inactive, TRPC6 inh inactive, SKKanGAS inh 5 and RGS4 block inactive.
For CC(C)=CCc1c(O)cc(O)c2c1OC(c1ccc(O)cc1)CC2=O (stereo unspecified) the results were ANO1 block inactive, TRPC6 act inactive, RGS4 pot -9.9*, MrgX1 ag inactive, MrgX1 allo act inactive, HDAC3 inh 3, TMEM16A act inactive, MrgX1 antag inactive, TRPC6 inh inactive, SKKanGAS inh 29 and RGS4 block inactive.
Screening CCOc1cc(S(=O)(=O)Nc2ccncc2)ccc1F returned ANO1 block inactive, TRPC6 act inactive, RGS4 pot inactive, MrgX1 ag inactive, MrgX1 allo act inactive, HDAC3 inh inconclusive, TMEM16A act inactive, MrgX1 antag inactive, TRPC6 inh inactive, SKKanGAS inh -5 and RGS4 block inactive.
For CCOC(=O)COc1ccc(S(=O)(=O)N2CCN(c3ccccc3)CC2)cc1 the results were ANO1 block inactive, TRPC6 act inactive, RGS4 pot inactive, MrgX1 ag inactive, MrgX1 allo act inactive, HDAC3 inh 14, TMEM16A act inactive, MrgX1 antag inactive, TRPC6 inh inactive, SKKanGAS inh -4 and RGS4 block inactive.
`Cc1ccc(NC(=O)N2CCCc3ccccc32)cc1` gave ANO1 block inactive, TRPC6 act inactive, RGS4 pot inactive, MrgX1 ag inactive, MrgX1 allo act inactive, HDAC3 inh 6, TMEM16A act inactive, MrgX1 antag inactive, TRPC6 inh inactive, SKKanGAS inh -4 and RGS4 block inactive.
`O=C(c1cccc(-n2cnnn2)c1)N1CC=C(c2ccccc2)CC1` gave ANO1 block inactive, TRPC6 act inactive, RGS4 pot inactive, MrgX1 ag inactive, MrgX1 allo act inactive, HDAC3 inh -7, TMEM16A act inactive, MrgX1 antag inactive, TRPC6 inh inactive, SKKanGAS inh 6 and RGS4 block inactive.
`Clc1ccc(-c2nnc(N3CCCC3)nn2)cc1` gave ANO1 block inactive, TRPC6 act inactive, RGS4 pot inactive, MrgX1 ag inactive, MrgX1 allo act inactive, HDAC3 inh 1, TMEM16A act inactive, MrgX1 antag inactive, TRPC6 inh inactive, SKKanGAS inh -7 and RGS4 block inactive.
Screening CCCn1nnc(NC(=O)COc2ccc(Cl)cc2)n1 returned ANO1 block inactive, TRPC6 act inactive, RGS4 pot inactive, MrgX1 ag inactive, MrgX1 allo act inactive, HDAC3 inh 4, TMEM16A act inactive, MrgX1 antag inactive, TRPC6 inh inactive, SKKanGAS inh 3 and RGS4 block inactive.
`COc1ccc(OC)c(C(=O)c2ccc(C(=O)Nc3ccc4ccccc4c3)cc2)c1` gave ANO1 block inactive, TRPC6 act inactive, RGS4 pot inactive, MrgX1 ag inactive, MrgX1 allo act inactive, HDAC3 inh -1, TMEM16A act inactive, MrgX1 antag inactive, TRPC6 inh inactive, SKKanGAS inh 39 and RGS4 block inactive.
CCOC(=O)C1=C(O)/C(=C/c2cc(OC)c(OC)c(OC)c2)SC1=Nc1ccc(OC)cc1 was read as ANO1 block inactive, TRPC6 act inactive, RGS4 pot inactive, MrgX1 ag inactive, MrgX1 allo act inactive, HDAC3 inh 7, TMEM16A act inactive, MrgX1 antag inactive, TRPC6 inh inactive, SKKanGAS inh 9 and RGS4 block inactive.
Screening Cc1ccc(S(=O)(=O)N2CCCC2C(=O)O)cc1 (stereo unspecified) returned ANO1 block inactive, TRPC6 act inactive, RGS4 pot inactive, MrgX1 ag inactive, MrgX1 allo act inactive, HDAC3 inh -3, TMEM16A act inactive, MrgX1 antag inactive, TRPC6 inh inactive, SKKanGAS inh -1 and RGS4 block inactive.
O=C(NC1=NCCS1)C1CC(=O)N(c2ccc(F)cc2)C1 (stereo unspecified) was read as ANO1 block inactive, TRPC6 act inactive, RGS4 pot inactive, MrgX1 ag inactive, MrgX1 allo act inactive, HDAC3 inh 0, TMEM16A act inactive, MrgX1 antag inactive, TRPC6 inh inactive, SKKanGAS inh -3 and RGS4 block inactive.
For CCOc1ccc(N=CC2=C(O)CC(C)(C)CC2=O)cc1 the results were ANO1 block inactive, TRPC6 act inactive, RGS4 pot inactive, MrgX1 ag inactive, MrgX1 allo act inactive, HDAC3 inh 10, TMEM16A act inactive, MrgX1 antag inactive, TRPC6 inh inactive, SKKanGAS inh 0 and RGS4 block inactive.

From PubChem
